Source: PubChem (several laboratories)
Mcl1 Bid PPI – Mcl-1/Bid binding inhibitors, primary screen, biochemical, TR-FRET, 1536-well. Induced myeloid leukemia cell differentiation protein Mcl-1 (Homo sapiens), Q07820. TR-FRET Mcl-1/Bid-Dy647 peptide binding. inhibition, % at 21.7 µM. 220,000 compounds, 0.97% hits. AID 1021, 2008;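 active = compounds that cut the binding signal by more than half at the single screening dose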;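 also: His-tagged Mcl-1 with europium anti-His antibody binding Bid BH3 peptide; 0% = Mcl-1 plus peptide wells and 100% = peptide-only wells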
Target sequence (Q07820 whole entry, looked up): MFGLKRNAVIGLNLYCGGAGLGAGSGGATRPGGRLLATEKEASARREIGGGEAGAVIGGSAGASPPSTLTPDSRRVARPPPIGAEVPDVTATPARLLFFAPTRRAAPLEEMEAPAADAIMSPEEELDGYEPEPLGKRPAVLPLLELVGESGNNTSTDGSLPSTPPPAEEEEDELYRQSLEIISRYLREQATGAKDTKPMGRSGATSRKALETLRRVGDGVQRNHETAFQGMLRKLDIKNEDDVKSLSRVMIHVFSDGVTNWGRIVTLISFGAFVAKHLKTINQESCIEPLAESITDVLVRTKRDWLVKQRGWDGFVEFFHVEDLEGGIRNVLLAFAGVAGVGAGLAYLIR
Bim-Bfl-1 – inhibitors of Bim binding to Bfl-1, primary screen, biochemical, multiplexed, bead-based flow cytometry | Bcl-2-related protein A1 (Homo sapiens), Q16548 | Bim-Bfl-1 binding inhibition | inhibition, % at 10 µM | 190,000 compounds, 0.12% hits | AID 1008, 2008;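 also: 0% = wells without compound plus tracer and 100% = blocker peptide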
RGS4-Gao reg – modulators of RGS4 binding to Galphao, primary screen, biochemical, multiplexed bead flow cytometry; 220,000 compounds, 0.33% hits; AID 1415, 2008; binding response (% of control), % at 10 µM; actives lie on both sides; Guanine nucleotide-binding protein G(o) subunit alpha (Homo sapiens), P09471; in the data active = binding response below about 49% or above about 150%; inactive = in between;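 also: fluorescent Galphao activated with aluminum fluoride binding bead-coupled RGS4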
Target sequence (P09471 whole entry, looked up): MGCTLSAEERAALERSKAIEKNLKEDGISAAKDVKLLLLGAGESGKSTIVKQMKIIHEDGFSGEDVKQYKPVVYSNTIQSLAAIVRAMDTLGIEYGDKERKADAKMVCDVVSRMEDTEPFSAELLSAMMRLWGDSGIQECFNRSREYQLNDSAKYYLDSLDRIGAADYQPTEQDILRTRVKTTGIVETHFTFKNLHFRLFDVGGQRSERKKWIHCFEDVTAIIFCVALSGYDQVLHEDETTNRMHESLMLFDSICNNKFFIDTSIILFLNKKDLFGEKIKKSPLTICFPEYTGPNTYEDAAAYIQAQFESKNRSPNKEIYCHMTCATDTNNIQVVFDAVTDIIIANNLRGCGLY
RGS8-Gao – RGS8-Galphao binding modulators, primary screen, biochemical, multiplexed bead flow cytometry; Guanine nucleotide-binding protein G(o) subunit alpha (Homo sapiens), P09471; actives lie on both sides; response (percent of control binding), % at 10 µM; 220,000 compounds, 0.34% hits; AID 1423, 2008; in the data active = response below about 60% or above about 140%; inactive = in between;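 also: Galphao activated as the GDP aluminium fluoride complex binding bead-coupled RGS8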
Mcl-1 Bim block – inhibitors of Bim peptide binding to Mcl-1, primary screen, biochemical, bead-based flow cytometry, multiplex; inhibition, % at 10 µM; AID 1009, 2008; 190,000 compounds, 0.1% hits; Bim peptide-Mcl-1 binding;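 also: 0% = no compound tracer wells and 100% = peptide blocker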
Bim-Bcl-XL – inhibitors of Bim-Bcl-XL binding, primary screen, biochemical, multiplexed, bead flow cytometry, human Bcl-XL | inhibition, % at 10 µM | Bcl-2-like protein 1 (Homo sapiens), Q07817 | 190,000 compounds, 0.04% hits | Bim peptide-Bcl-XL binding, fluorescence
Bim-Bcl-2 – inhibitors of Bim-Bcl-2 binding, primary screen, biochemical, multiplexed, human Bcl-2 family; inhibition, % at 10 µM; AID 950, 2007; Apoptosis regulator Bcl-2 (Homo sapiens), P10415; Bead-based flow cytometry, Bim peptide-Bcl-2 binding; 190,000 compounds, 0.06% hits; in the data active = inhibition above about 40%; inconclusive = no clear call, values can overlap the other calls;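 also: 0% = no compound wells with probe peptide and 100% = reference peptide inhibitor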
Bcl-B Bim block – inhibitors of Bim-Bcl-B binding, primary screen, biochemical, multiplexed, human Bcl-2 family; inhibition, % at 10 µM; bead-based flow cytometry, Bim peptide-Bcl-B binding; Bcl-2-like protein 10 (Homo sapiens), Q9HD36; 190,000 compounds, 0.073% hits; AID 951, 2007;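 also: 0% = tracer peptide without compound and 100% = reference inhibitor peptide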
Target sequence (Q9HD36 whole entry, looked up): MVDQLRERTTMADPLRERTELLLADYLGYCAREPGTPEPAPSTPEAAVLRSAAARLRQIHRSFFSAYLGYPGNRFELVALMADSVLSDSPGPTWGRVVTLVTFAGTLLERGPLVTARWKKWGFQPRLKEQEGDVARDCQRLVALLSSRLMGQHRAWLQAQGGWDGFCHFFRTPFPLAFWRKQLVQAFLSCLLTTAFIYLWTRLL
Bcl-W Bim block – inhibitors of Bim binding to Bcl-W, primary screen, biochemical, multiplexed, bead-based flow cytometry | AID 952, 2007 | Bim peptide-Bcl-W binding | Bcl-2-like protein 2 (Homo sapiens), Q92843 | inhibition, % at 10 µM | 190,000 compounds, 0.02% hits;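 also: 0% = bound tracer without compound and 100% = peptide blocker; higher means less fluorescent Bim peptide bound to Bcl-W beads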
GSH bead fluor – compound fluorescence on glutathione beads, profiling panel, artefact control, biophysical, 488/530 nm, flow cytometry. 190,000 compounds, 0.25% hits. GSH beads flow cytometry, compound fluorescence 488/530 nm; stronger effect = higher value. fluorescence (KMESF) at 10 µM; in the data active = fluorescence above about 89;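 also: glutathione beads carrying GST-tagged Bcl family fusion proteins plus one bare bead set; values are compound well signal with DMSO vehicle wells as background; inactives centre near 16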
RGS7-Gao reg – RGS7-Galphao binding modulators, primary screen, biochemical, multiplexed bead flow cytometry; 220,000 compounds, 0.35% hits; actives lie on both sides; Guanine nucleotide-binding protein G(o) subunit alpha (Homo sapiens), P09471; AID 1439, 2008; binding response (% of control), % at 10 µM; in the data active = binding response below about 49% or above about 150%; inconclusive = no clear call, values can overlap the other calls; inactive = in between;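 also: fluorescent Galphao held in activated GDP-AlF4 state binding bead-coupled RGS7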
* marks the source's active call; other numbers are inactive results; ? = inconclusive; [ ] = remark or other dose. Rule as the data show it, unless noted: active = inhibition above about 40%.

Molecule	Mcl1 Bid PPI	Bim-Bfl-1	RGS4-Gao reg	RGS8-Gao	Mcl-1 Bim block	Bim-Bcl-XL	Bim-Bcl-2	Bcl-B Bim block	Bcl-W Bim block	GSH bead fluor	RGS7-Gao reg
O=C(NC1CCCc2ccccc21)c1cccc(Br)c1 (stereo not drawn)	4	0	87	89	-2	-7	0	-4	-5	12	92
c1ccc(Nc2ncnc3sc4c(c23)CCC4)cc1	-11	0	101	101	-2	-1	0	-1	0	12	100
O=C(OCCN1CCN(c2ncc(C(F)(F)F)cc2Cl)CC1)c1ccc(F)cc1	-10	-1	93	94	-2	-1	0	-2	-1	20	94
COc1ccc(OCCCC(=O)Nc2cccc(SC)c2)cc1	-4	-7	101	99	-3	-9	-10	-4	-3	19	97
COc1cc(N(C(=O)Cc2cccs2)C(C(=O)NC2CCCCC2)c2ccc(C)cc2)ccc1-n1cnnn1 (stereo not drawn)	-16	-6	96	102	-3	-2	-1	-4	-2	7	97
COc1ccccc1NC(=O)c1ccc(NC(=O)CSc2n[nH]c(N)n2)cc1	-18	0	102	102	-4	-5	-3	-6	-2	4	98
O=Cc1ccc(OC(=O)c2cc(Cl)nc3ccccc23)cc1	-10	6	102	106	-9	3	15	-3	4	2	124
CCOC(=O)c1ccc(NC(=O)COc2ccc(S(=O)(=O)NC(C)CC)cc2)cc1 (stereo not drawn)	-19	0	101	98	1	-5	-2	4	1	6	99
O=C(Nc1ccc2c(c1)OCCO2)c1cccc2nc3ccccc3nc12	21	1	95	99	6	5	1	10	4	17	96
CC1(C)CC2CC(C)(CN2C(=O)NC(=O)c2ccccc2)C1 (stereo not drawn)	-3	-1	102	99	-2	2	-3	-1	0	11	100
CC(C)CCN(C)C1CCN(C(=O)Nc2c(F)cccc2F)CC1	-13	-9	105	105	0	-3	-10	-7	0	22	101
CCC(=O)N1CCc2cc(Br)cc(S(=O)(=O)N3CCCCCC3)c21	2	-15	100	101	0	-6	-9	-5	-1	20	98
Cc1cnc(C(=O)Nc2ccc(C(=O)N3CCCCC3)cc2)cn1	0	-15	102	101	-3	0	-12	-10	-1	38	97
COc1ccc(-c2cn3cc(Cl)ccc3n2)cc1OC	8	0	92	97	0	0	2	-1	-1	11	96
CCCCC(C)n1[nH]c(=O)cc1N (stereo not drawn)	-79	-4	102	102	5	-2	-1	-4	1	13	100
Cc1cc2nccc(-c3ccco3)n2n1	5	0	105	104	-2	-1	-1	-2	-2	9	108
O=C(N/N=C/c1ccncc1)c1cc([N+](=O)[O-])cc([N+](=O)[O-])c1O	9	0	103	98	-2	-2	-3	-1	-1	16	103
Cn1c(CO)cnc1S(=O)(=O)Cc1ccc(Cl)cc1	-12	-3	102	99	1	-1	0	-1	0	16	99
CCOc1ccc(S(=O)(=O)Nc2nc3ccccc3nc2-n2ccc(=NC(=O)c3cccs3)cc2)cc1	-84	1	107	116	-1	-1	2	-9	2	8	105
COc1ccccc1-c1nn2c(C3COc4ccccc4O3)nnc2s1 (stereo not drawn)	-9	20	84	83	-9	-9	-5	-31	0	25	120
Cc1cc(C)n2ncc(C(=O)NCc3ccccc3)c2n1	-27	-14	100	102	-5	-10	-8	-5	1	264*	99
CC(=O)Nc1cccc(-c2csc(Nc3ccccn3)n2)c1	-10	0	104	108	0	2	0	0	0	22	111
Cc1ccc(C)c(/C=C(\C(=O)O)c2ccc(S(=O)(=O)N3CCCCC3)s2)c1	-56	-4	93	99	-2	-4	-1	-4	-4	15	?
CC(C)C(NS(=O)(=O)c1cccc2nsnc12)C(=O)NCCC1=CCCCC1 (stereo not drawn)	-16	-10	100	104	1	-1	-8	-8	2	26	104
CCOC(=O)c1ccc(NC(=O)COc2ccc(CNCCO)cc2OCC)cc1	-8	6	102	103	-1	-1	1	2	-1	19	?
Cc1nn(C)cc1C(C(=O)NC1CCCCC1)N(Cc1ccccc1Cl)C(=O)c1cnccn1 (stereo not drawn)	-15	-7	93	97	-2	-1	-6	-5	-2	15	92
C=CCn1c(=O)c(C(=O)Nc2ccccc2C(=O)OCC)c(O)c2ccccc21	5	0	99	102	-2	0	-2	-2	0	14	99
COc1ccc2[nH]c(=O)c(CN(C(=O)COc3ccccc3)C(C)C)cc2c1	9	1	89	98	0	1	1	2	0	13	91
Cc1ccc(C(=O)n2c(-c3ccccc3)cnc2SCC(=O)Nc2ccc(C)cc2C)cc1	-31	0	92	97	-6	-4	-1	-5	-1	6	95
CC(Sc1ccccc1)C(=O)N/N=C/c1cccnc1 (stereo not drawn)	-26	0	100	102	5	1	0	-2	3	21	102
CC(C)C(=O)Nc1cccc(NC(=S)NC(=O)c2ccc([N+](=O)[O-])cc2)c1	-1	-2	99	98	-7	-4	-4	-3	0	17	99
c1cc(-c2nnc3sc(C4CCCCC4)nn23)ccn1	-2	-16	100	102	-1	-2	-10	-5	2	21	98
O=C(N/N=C(\Cc1ncc[nH]1)c1ccccc1)c1cccnc1	-83	-3	103	102	-1	0	-5	-1	-2	13	93
CC(C)C[C@H]1C(=O)N2CCC[C@H]2[C@]2(O)O[C@](NC(=O)[C@@H]3C=C4c5cccc6[nH]c(Br)c(c56)CC4N(C)C3)(C(C)C)C(=O)N12 (stereo partly drawn)	6	20	103	103	0	-1	4	-4	2	20	104
CS(=O)(=O)N(CC(=O)Nc1ccccc1Cl)c1ccc(Cl)cc1	-18	-8	95	97	0	-2	-3	-4	0	11	91
Cc1ccc(NC(NC(=O)c2cccs2)C(Cl)(Cl)Cl)cc1C (stereo not drawn)	-43	2	112	106	5	2	1	1	2	8	107
CCN(C(=O)c1c(-c2ccccc2)noc1C)c1ccccc1	-6	-2	104	96	-6	-6	-1	-1	-3	30	100
CCN(CC)S(=O)(=O)N1CCC(C(=O)NCCN2CCOCC2)CC1	-19	0	102	104	1	-2	0	0	0	5	93
Cc1ncoc1C(=O)Nc1cccc(Cl)c1C	-1	-10	98	99	0	-1	-8	-8	4	37	101
O=C(COc1ccc(Br)cc1Cl)NC(=O)NCc1ccccc1	-6	-2	95	86	-5	-9	-5	-8	-6	8	94
CCOC(=O)N=Nc1c(O)n(C)c2ccccc12	-7	-1	137	97	-23	-12	-4	-6	-14	17	186*[activator]
Cc1nnnn1/C(=C\c1ccccc1)C(=O)OCC(=O)N(C)C1CCS(=O)(=O)C1 (stereo not drawn)	-14	-3	93	97	-4	-2	0	0	-4	12	93
Cc1cc(NS(=O)(=O)c2ccc(NC(=O)CCCOc3ccccc3)cc2)no1	2	-5	103	103	-1	-1	-2	-2	0	48	102
O=C(NC1CCCCC1)C(c1ccco1)N(Cc1cccnc1)C(=O)C1COc2ccccc2O1 (stereo not drawn)	-24	-6	99	100	0	-5	-4	-8	4	50	100
O=C(NCc1ccco1)c1cnn2c1NC(c1ccccc1)CC2C(F)(F)F (stereo not drawn)	-23	0	99	99	0	0	1	0	3	21	101
CC12CCC(C/C1=N/O)C2(C)C (stereo not drawn)	-2	-3	102	102	5	2	-1	0	5	15	104
CCCn1c(=O)c(C(=O)NCc2ccc(OC)c(OC)c2)c(O)c2ccccc21	-5	-5	96	93	3	-1	-2	1	5	8	90
COc1ccc(-c2cc(C(=O)Nc3c(C)n(C)n(-c4ccccc4)c3=O)no2)cc1	-6	-2	98	98	0	-3	0	-1	-1	24	95

Reprinted from the part before: two entries, then new ones.
Molecule	Mcl1 Bid PPI	Bim-Bfl-1	RGS4-Gao reg	RGS8-Gao	Mcl-1 Bim block	Bim-Bcl-XL	Bim-Bcl-2	Bcl-B Bim block	Bcl-W Bim block	GSH bead fluor	RGS7-Gao reg
CCCn1c(=O)c(C(=O)NCc2ccc(OC)c(OC)c2)c(O)c2ccccc21	-5	-5	96	93	3	-1	-2	1	5	8	90
COc1ccc(-c2cc(C(=O)Nc3c(C)n(C)n(-c4ccccc4)c3=O)no2)cc1	-6	-2	98	98	0	-3	0	-1	-1	24	95
COC(=O)c1c(NC(=O)CN2C(=O)NC(CCc3ccccc3)C2=O)sc2c1CCCCC2 (stereo not drawn)	-17	-7	103	104	-3	-8	-6	-11	-3	9	103
CCCN(CCC)S(=O)(=O)c1ccc(C(=O)Nc2nnc(CSC)o2)cc1	-62	4	101	114	2	2	5	3	4	13	108
C=CCNC(=O)C(=O)c1cccn1-c1ccsc1C(=O)OC	-9	-2	101	100	0	0	-1	-2	0	12	97
Cc1cccn2c(CNCC3(c4ccccc4)CCCC3)c(C(=O)N3CCOCC3)nc12	-33	-5	103	101	-1	-4	0	-3	-2	11	111

Rows were taken by chance, and some 1.8% of all compounds hit somewhere here.
